Screening data from PubChem.
RMI-FANCM inh: RMI-FANCM interaction inhibition; Fluorescence polarization, RMI core complex with F-MM2 peptide; active compounds read low; FP signal (polarization) at 33 µM; actives 0.58% (n = 70,000); AID 1159607; in the data active = FP signal below about 40; also: inactives centre near 61; strong numbers were not always called active; unit not given here
* marks the source's active call; other numbers are inactive results; & = joins results of further samples; ! = repeats disagree. An excerpt (hit frequency here may not be typical).

RMI-FANCM inh	smiles
60	Clc1cc(Cl)c(C23CC4CC(CC(C4)C2)C3)cc1Cl
69	O=S(=O)(NCCOc1ccc2nnc(-c3ccccc3)n2n1)c1cccnc1
62	COc1ccc(C(=O)NC(=C(Cl)Cl)S(=O)(=O)c2ccc(C)cc2)cc1
65	CCCc1ccc(S(=O)(=O)Nc2ccc3c(c2)C(=O)NCCO3)cc1
78	COc1cc(C)c(C)cc1S(=O)(=O)NCC(c1ccsc1)N1CCc2ccccc2C1 (stereo not drawn)
56	CC(C)OC(=O)CSc1ccc([N+](=O)[O-])cc1[N+](=O)[O-]
68	CCc1nnc(-c2ccc(NC(=O)c3ccc(F)cc3)cc2)o1
55	O=C1c2cc3ccccc3nc2-c2cccc3cccc1c23
68	Cc1ccc(S(=O)(=O)N2CCN(CCOC(=O)c3ccccc3C(=O)O)CC2)cc1
56	COc1cc(/C=C/C(=O)Nc2nnc(SCc3ccc([N+](=O)[O-])cc3)s2)cc(OC)c1OC
69	Cn1nccc1C(=O)Nc1nc(-c2cc3ccccc3o2)cs1
64	CC1/C(=N\O)C[C@@H]2C[C@H]1C2(C)C (stereo partly drawn)
60	O=S(=O)(NCCOc1ccc2c(c1)OCO2)c1cc(C(F)(F)F)ccc1Cl
58	O=C(Nc1ncccn1)c1ccc(Cl)cc1
68	CC(=O)NCCn1ncc2c(=O)n(Cc3cccc(Cl)c3)cnc21
54	COC(=O)c1ccc(CSc2nc(N)c(NC(=O)c3ccco3)c(=O)[nH]2)o1
55	O=C(Nc1ccc(C(F)(F)F)cc1)Nc1ccccc1C(=O)O
58	Clc1ccc2nc(-c3ccc(Br)cc3)cc(-c3ccccc3)c2c1
76	CSc1cccc(NC(=NS(=O)(=O)c2ccccc2)SCC(=O)O)c1
63	CC(C)(C)OC(=O)N1CCN(C2CC(=O)N(CCc3ccccc3)C2=O)CC1 (stereo not drawn)
64	COc1ccccc1N1CCN(CCNC(=O)C2CCCC2)CC1
61	CNC(=O)Cc1csc(Nc2ccc(OC(F)(F)F)cc2)n1
56	O=c1[nH]c2cc(C(F)(F)F)cc(Br)c2[nH]c1=O
59	O=S(=O)(Cc1ccc(Cl)cc1)N1CCN(Cc2ccc3c(c2)OCO3)CC1
59	CCOC(=O)C(C)Oc1cccc2c(=O)n(CC(=O)Nc3ccc(F)cc3F)ccc12 (stereo not drawn)
65&56	NC(=O)C1(N2CCCCC2)CCN(S(=O)(=O)c2ccc3c(c2)OCCCO3)CC1
60&54	CCOC(=O)c1cn(C(=O)CCSc2ccc(OC)cc2)nc1N
54	COc1cccc(C2(O)CCSc3ccccc32)c1 (stereo not drawn)
90	CCOC(=O)c1cnn(-c2ccc(C(=O)Nc3ccc(Br)cc3)cn2)c1N
51	N#C/C(=C\c1c[nH]c2ccccc12)C(=O)Nc1cccc(Cl)c1

As entered above:
`CCc1nnc(-c2ccc(NC(=O)c3ccc(F)cc3)cc2)o1` in RMI-FANCM inh: 68
`Cc1ccc(S(=O)(=O)N2CCN(CCOC(=O)c3ccccc3C(=O)O)CC2)cc1` in RMI-FANCM inh: 68
`CCOC(=O)C(C)Oc1cccc2c(=O)n(CC(=O)Nc3ccc(F)cc3F)ccc12` (stereo not drawn) in RMI-FANCM inh: 59
`Clc1ccc2nc(-c3ccc(Br)cc3)cc(-c3ccccc3)c2c1` in RMI-FANCM inh: 58
`O=C(Nc1ccc(C(F)(F)F)cc1)Nc1ccccc1C(=O)O` in RMI-FANCM inh: 55
`CCOC(=O)c1cn(C(=O)CCSc2ccc(OC)cc2)nc1N` in RMI-FANCM inh: 60&54

(further entries)
RMI-FANCM inh	smiles
54	CCCN1C(=O)C(C)(C)COc2cc(NC(=O)CN3C(=O)c4ccccc4C3=O)ccc21
71	Cc1cc(C)c(NC(=O)COc2cc(C(C)(C)C)nn2-c2nc(C)cc(C)n2)c(C)c1
54	Cc1c(COS(=O)(=O)c2ccc(Cl)cc2Cl)sc2ccccc12
56	Cc1ccccc1C(=O)Nc1ccc(-c2ccc(N3CCCC3)nn2)cc1
60	Cc1cc(C)c2c(N)c(C(=O)Nc3nnc(-c4cccs4)s3)sc2n1
57	COc1ccc(C(=O)Oc2ccc3oc4c(c3c2)CCCC4)cc1OC
52	Cc1cc(NC(=O)c2ccc(OC(C)C)cc2)ccc1N1CCCC1=O
60	O=C1c2ccccc2C(=O)c2cc(S(=O)(=O)N(Cc3ccccc3)c3ccccc3)ccc21
56	Nc1nc(N)nc(-c2cccnc2)n1
60	N#CCC(=O)NNC(=O)/C=C/C(=O)O
62	Cc1cccc(-n2nnc(C(=O)NCCc3cccs3)c2C)c1
68	O=C(C1CCCO1)N1CCc2ccc(NS(=O)(=O)c3ccc4c(c3)OCCO4)cc21 (stereo not drawn)
56	Cc1ccc(Sc2nc(Nc3ccccc3)sc2Sc2ccc(C)cc2)cc1
62	CC(=O)Nc1ccc(OC(=O)c2cc3cc(Br)ccc3oc2=O)cc1
67	Cc1nn(C2CCS(=O)(=O)C2)c2nc(-c3ccccc3)cc(C(=O)NC(C)c3ccccc3)c12 (stereo not drawn)
62	Cc1ccc(CNC(=O)Cc2csc(Nc3ccc(S(C)(=O)=O)cc3)n2)cc1
56	Cc1onc(-c2ccccc2)c1C(=O)Nc1ccc2ccccc2n1
51	Cc1ccc(N=C2SC3(CC3)C(=O)N2c2ccc(C)cc2)cc1
62	Cc1n[nH]c(C)c1S(=O)(=O)N1CCC(c2nnc(-c3ccco3)s2)CC1
57	CCCn1c(=O)c2c(nc3n(-c4ccccc4OC)c(C)c(C)n23)n(C)c1=O
59	CSc1ccccc1NC(=O)Cc1csc(SCC(=O)Nc2ccc(F)cc2)n1
72	CC(C)CCN1C(=O)C(C)(C)COc2ccc(NC(=O)OCc3ccccc3)cc21
66	O=C(c1cccc(Br)c1)N1CCN(S(=O)(=O)N2CCCCCC2)CC1
58	COc1ccc(Cn2c(C)cc(O)cc2=O)cc1OC
60	CCOC(=O)N1CCc2nc(NC(=O)c3ccc([N+](=O)[O-])s3)sc2C1
60	O=c1cccnn1CCCNS(=O)(=O)c1ccc(F)cc1F
58	O=[N+]([O-])c1ccccc1Cc1nc2ccccc2[nH]1
55	CCCCCCCCCCCCCO
73	O=C(NCCOc1ccc2nnc(-c3cccc(F)c3)n2n1)Nc1ccc(F)c(F)c1
77	O=C(CN(Cc1ccc(Cl)cc1)S(=O)(=O)c1cccnc1)N1CCN(c2ccccc2)CC1

Some of these compounds in order of the RMI-FANCM inh value, rising:
canonical_smiles	RMI-FANCM inh
CCCN1C(=O)C(C)(C)COc2cc(NC(=O)CN3C(=O)c4ccccc4C3=O)ccc21	54
O=C(Nc1ccc(C(F)(F)F)cc1)Nc1ccccc1C(=O)O	55
Cc1ccc(Sc2nc(Nc3ccccc3)sc2Sc2ccc(C)cc2)cc1	56
CCCn1c(=O)c2c(nc3n(-c4ccccc4OC)c(C)c(C)n23)n(C)c1=O	57

Further compounds follow:
RMI-FANCM inh	smiles
55	c1csc(C2=Nn3c(Cn4nnc5ccccc54)nnc3SC2)c1
53	C=CCCCCCCCCCCC/C=C/C(O)COC(C)=O (stereo not drawn)
56	Fc1ccc(-c2nnc(Nc3nc4c(F)cccc4s3)o2)cc1
63	OC(COc1ccc(-c2ccccc2)cc1)CN1CCOCC1 (stereo not drawn)
52	Nc1ccc(Oc2ccc(C(F)(F)F)cc2)nc1
62	CCOc1cc(-c2ccc(C)cc2)nc2ccc(C(=O)NCC3CCCO3)cc12 (stereo not drawn)
66	CC1CN(c2ncnc3c2cnn3CCNC(=O)c2cc(-c3ccccc3)on2)CC(C)O1 (stereo not drawn)
55	CC(=O)c1c(O)c(C)c(O)c2c1OC1=CC(=O)C(C(C)=O)C(=O)C12C (stereo not drawn)
66	Cc1ccc(C(=O)Nc2ccc(SCC(=O)NCc3ccco3)nn2)cc1
66	CCCOc1ccc(S(=O)(=O)Nc2ccc3c(c2)CCC(=O)N3C)cc1
53	CC(Oc1ccc(Cl)cc1Cl)C(=O)NCCn1nc(-c2ccco2)ccc1=O (stereo not drawn)
60	O=C(NCC1CCCO1)NC1CC(=O)N(c2cccc(F)c2)C1 (stereo not drawn)
53	O=C(CC(C(=O)c1ccccc1)c1cccs1)c1ccc(Cl)cc1 (stereo not drawn)
55	Cc1ccc(S(=O)(=O)N2CCCC2=O)cc1
73	Cc1ccc(-c2nc3c(C)cc(C)cc3c(=O)o2)cc1
54	Cc1cccc(-c2noc(NC(=O)NNc3c(Cl)cccc3Cl)n2)c1
55	Cc1ccc2oc(C(=O)Nc3ccc(F)cc3F)cc2n1
62	CCCCCCNC(=O)NC(CC(=O)O)c1ccccc1 (stereo not drawn)
54	COC(=O)c1cnc(Sc2ccccc2N)c([N+](=O)[O-])c1
62	O=C1NC(=Nc2ccc(Cl)cc2)SC1Cc1cccc([N+](=O)[O-])c1 (stereo not drawn)
-22	Cc1ccc(C)c(N2C(=O)/C(=C/c3ccc4c(c3)OCO4)N=C2c2ccc(Br)cc2)c1
61	CN(C)CCn1c2c(c(SCC(=O)N3CCc4ccccc43)nc1=O)CCCC2
61	CCOC(=O)c1cn[nH]c1S(=O)(=O)Nc1ccc2c(c1)OCCO2
68	COC(=O)c1ccc2c(=O)n(CC(=O)NCc3ccccc3)c(=S)[nH]c2c1
55	O=S(=O)(NCCNc1nccc(C(F)(F)F)n1)c1ccccc1
48	CCOC(=O)c1c(C)c2c(=O)[nH]cnc2n1-c1ccccc1
65	Cc1cccc(Cn2cnc3c(cnn3CCNC(=O)COc3ccccc3F)c2=O)c1
70	CCCCOc1ccc(C(=O)Nc2ccncc2NC(=O)c2ccc(OCCCC)cc2)cc1
64	CCOC(=O)c1ccc(N2Cc3ccc(OC)c(OC)c3C2=O)cc1
55&59	S=c1[nH]c2ccccc2s1
60	Cc1cccc(NC(=O)CCCCC(=O)O)n1
63	CN(c1ccc(F)c(F)c1)S(=O)(=O)c1ccsc1-c1nc(-c2ccc(Cl)cc2)no1
68	COc1ccc(F)cc1S(=O)(=O)N1CCN(c2ccc3nnc(C)n3n2)CC1
59	CCOC(=O)c1ccc(NC(=O)/C=C/C(Br)=C/c2ccccc2)cc1
57	COC(=O)CN(C)C(=O)NCC12CC3CC(CC(C3)C1)C2
55	Cc1cc(C(=O)Nc2nnc(-c3ccc(F)cc3)o2)no1
53	c1csc(-c2cnc3ccccc3n2)c1
69	O=C(NCc1nnc(SCC(=O)N2CCc3ccccc32)n1-c1cccc(C(F)(F)F)c1)c1ccco1
71	Cc1cc(C(=O)Nc2nnc(-c3cccs3)o2)on1
56	CC1(C)OC(=O)C(=Cc2c(F)cccc2Cl)C(=O)O1
88	COc1ccc(C(=O)C2C(c3ccc(-c4cccc(Cl)c4Cl)o3)NC(=O)NC2(O)C(F)(F)F)cc1 (stereo not drawn)
72	Cc1ccc(-c2ccc(=O)n(CCCC(=O)Nc3ccc(S(N)(=O)=O)cc3)n2)cc1
57	N/C(CC1CC1(Cl)Cl)=N/OC(=O)c1ccccc1Cl (stereo not drawn)
62	CCOC(=O)COc1ccccc1/C=C(/C#N)S(=O)(=O)c1cccs1
88	COc1cc(C)c(Br)cc1S(=O)(=O)NCCN1CCOCC1
69	O=S(=O)(Nc1ccc2c(c1)CCCN2S(=O)(=O)c1ccccc1)c1ccc(Cl)s1
57	CC(C)N(Cc1ccccc1)C(=O)c1ccc(F)cc1F
59	COc1ccc(S(=O)(=O)N2CCCC2C(=O)NC2=NCCS2)cc1 (stereo not drawn)
71	Cc1ccc(NC(=O)C(=O)NCCN2CCN(c3ccccc3F)CC2)cc1C
56	CCOC(=O)CNC(=O)CSc1nnc(NC(=O)c2ccc(C)cc2)s1
69	O=S(=O)(c1ccc(F)c(Cl)c1)N1CCCCCC1
54	O=C(O)CN1C(=O)/C(=C/c2ccc(Cl)cc2Cl)SC1=S
55	Cc1cc(C(=O)N/N=C\c2[nH]ncc2Br)no1
52	NNC(=O)c1cc(OCC(F)(F)F)nc(OCC(F)(F)F)c1
-2*!	N=C(N)c1ccc(OCCCCCOc2ccc(C(=N)N)cc2)cc1
71	COc1ccc(NC(=O)CSc2ccc(NC(=O)C3CC3)nn2)c(OC)c1
58	OC(CNCc1ccc2c(c1)OCO2)CSc1ccccc1 (stereo not drawn)
59	CCOc1ccc2ccccc2c1C(=O)NCC(c1ccc(N(C)C)cc1)N(C)C (stereo not drawn)
44	FC(F)(F)c1ccc2c(c1)[nH]c(=S)n2CCc1ccccc1
65	CC(=O)c1ccc(OCC(O)CN2CCCN(C(=O)c3cccs3)CC2)cc1 (stereo not drawn)

Quoted at random: 7 compounds from above, in no set order.
RMI-FANCM inh	smiles
44	FC(F)(F)c1ccc2c(c1)[nH]c(=S)n2CCc1ccccc1
57	CC(C)N(Cc1ccccc1)C(=O)c1ccc(F)cc1F
55	Cc1cc(C(=O)N/N=C\c2[nH]ncc2Br)no1
63	CN(c1ccc(F)c(F)c1)S(=O)(=O)c1ccsc1-c1nc(-c2ccc(Cl)cc2)no1
57	N/C(CC1CC1(Cl)Cl)=N/OC(=O)c1ccccc1Cl (stereo not drawn)
-2*!	N=C(N)c1ccc(OCCCCCOc2ccc(C(=N)N)cc2)cc1
56	CC1(C)OC(=O)C(=Cc2c(F)cccc2Cl)C(=O)O1

The results go on.
RMI-FANCM inh	smiles
64	CSc1ccccc1NC(=O)Cc1cc(=O)oc2cc(C)ccc12
63	O=C(c1cccs1)N1CCN(Cc2nc(C3CC3)cs2)CC1
60	O=C(O/N=C(/Cn1nnc(N2CCCCC2)n1)c1ccc(Cl)cc1)c1ccc(Cl)cc1Cl
64	COC(=O)c1ccc2c(=O)n(CC(=O)NCCCN3CCC(C)CC3)c(=S)[nH]c2c1
70	COc1cccc2sc(NC(=O)c3cccc(C)c3)nc12
64	O=C(C1CC1)N1CCC(c2nnc(-c3ccco3)o2)CC1
66	Cc1nc(-c2cccnc2)sc1-c1ccc(SCC(=O)Nc2ccc(C(C)C)cc2)nn1
70	COc1ccc(NC(=O)c2ccnn2C)cc1
48	O=S(=O)(O)c1cc(O)ccc1O
65	CN1C(=O)c2ccc(NC(=O)c3cc(Cl)sc3Cl)cc2C1=O
60	O=S(=O)(Nc1ccc(Cl)cc1)c1ccccc1F
51	c1csc(-c2nc3ccccc3[nH]2)c1
41	N#Cc1ccc(CSC(N)=Nc2ccccc2)cc1
62	CCOC(=O)c1ccc(N2CCOCC2)c(NC(=O)c2nccnc2C(=O)O)c1
53	O=C(NCC(c1cccs1)N1CCc2ccccc2C1)Nc1ccccc1 (stereo not drawn)
110	CCOc1ccccc1NC(=O)Cn1nc(C2CC2)c2cnn(-c3ccc(F)cc3)c2c1=O
